Screening results: PubChem, several laboratories
NTR1 ag – NTR1-driven beta-arrestin-GFP spot formation – imaging, U2OS cells, high content, primary screen (AID 493036); activation, % at 20 µM; hit rate 0.17% among 330,000; agonist mode;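 active = activation at or above 40% of the spot to cytoplasm intensity ratio, with at least 20 cells analyzed; inconclusive = wells under 20 cells, flagged as cytotoxic or low count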;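 also: 0% = DMSO without peptide and 100% = 100 nM NTR1 peptide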
Target sequence (P30989 whole entry, looked up): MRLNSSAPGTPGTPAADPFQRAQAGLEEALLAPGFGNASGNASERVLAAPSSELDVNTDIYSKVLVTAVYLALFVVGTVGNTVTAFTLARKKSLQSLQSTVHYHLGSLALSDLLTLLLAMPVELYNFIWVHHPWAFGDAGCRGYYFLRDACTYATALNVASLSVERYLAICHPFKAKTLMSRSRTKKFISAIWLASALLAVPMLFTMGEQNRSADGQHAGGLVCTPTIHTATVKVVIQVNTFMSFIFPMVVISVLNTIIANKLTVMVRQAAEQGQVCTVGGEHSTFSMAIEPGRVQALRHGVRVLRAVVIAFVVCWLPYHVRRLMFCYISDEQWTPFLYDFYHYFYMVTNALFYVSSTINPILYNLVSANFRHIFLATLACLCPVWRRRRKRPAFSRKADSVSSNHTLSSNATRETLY
RSV antiviral HEp-2 – RSV antiviral activity via CPE protection, HEp-2 cells, primary 10 µM value included (AID 2391); CPE inhibition, % at 10 µM, or IC50 in µM where a hit was titrated; hit rate 0.13% among 310,000; HEp-2 cells, RSV-induced CPE inhibition; higher % means a stronger effect; in the data active = a potency from the dose series; inconclusive = CPE inhibition mostly from about 23% at the one dose, without a potency; inactive = the rest, 99 in 100 with CPE inhibition below about 21%; also: strong numbers were not always called active
Salmonella PhoP GFP – inhibitors of PhoP regulon expression, primary screen, Salmonella Typhimurium, GFP reporter (AID 1863); inhibition, % at 50 µM; hits with a dose series show IC50 in µM; S. Typhimurium PhoP-regulated promoter GFP reporter, 4 h; higher % means a stronger effect; hit rate 0.16% among 300,000;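 active = inhibition over 29.93%, a cutoff 3 SD above the screen mean, later confirmed by dose response; inconclusive = inhibition over 29.93% but no dose response follow-up; inactive = inhibition at most 29.93% or unconfirmed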;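 also: 0% = low Mg2+ inducing control and 100% = high Mg2+ repressing control; strong numbers were not always called active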
Rac1 GTP hydrolysis – MgcRacGAP GTPase-activating activity inhibitors, confirmation, biochemical, ADP Hunter fluorescence; MgcRacGAP-stimulated Rac1 GTP hydrolysis, ADP Hunter fluorescence; higher % means a stronger effect; GST-tagged Rac1 F28L mutant substrate; one-dose inhibition, % at 30 µM; IC50 in µM for titrated hits; hit rate 0.6% among 340,000;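 active = first-screen hits whose inhibition reached a set limit at any dose in the follow-up dose series; inconclusive = inhibition above the set first-screen limit but never retested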;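 also: fluorescence reports GDP produced by GAP-driven GTP hydrolysis; strong numbers were not always called active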
SV40 large T antigen – TAg ATPase/helicase activity blockers – biochemical (AID 1903). hit rate 0.39% among 310,000. one-dose inhibition, % at 20 µM; IC50 in µM for titrated hits. SV40 large T antigen ATPase/helicase inhibition assay; higher % means a stronger effect; in the data active = a potency from the dose series; inconclusive = inhibition mostly from about 32% at the one dose, without a potency; inactive = the rest, 99 in 100 with inhibition below about 32%; also: strong numbers were not always called active
K1F lysis inhibition – protection from phage-mediated lysis, alamar blue read-out – E. coli UTI89, K1F phage, bacterial capsule biogenesis inhibitors (AID 488966); hit rate 0.02% among 340,000; E. coli UTI89 K1F phage lysis, alamar blue, 2 h; higher % means a stronger effect; inhibition, % at 100 µM, or IC50 in µM where a hit was titrated;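 active = phage lysis inhibition, versus mean bacterial control, above a set limit; inconclusive = no clear call, values can overlap the other calls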;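 also: capsule biogenesis inhibitors block K1F phage lysis so surviving cells raise fluorescence; higher fluorescence means more inhibition of phage lysis; actives were called in the ten point dose series up to 300 µM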
Dengue-2 NS5 capping – Dengue-2 NS5 methyltransferase inhibitors, primary screen, biochemical, confirmation dose response (AID 588689). Dengue-2 NS5 methyltransferase capping enzyme assay, biochemical; higher % means a stronger effect. inhibition, % at 25 µM; hits with a dose series show IC50 in µM. hit rate 0.3% among 340,000; in the data active = a potency from the dose series; inconclusive = inhibition above about 29% without an active follow-up result
West Nile virus CPE – inhibition of WNV-induced cytopathic effect – cell-based, CPE readout (AID 1621); West Nile virus-infected cells, CPE inhibition; higher % means a stronger effect; one-dose CPE inhibition, % at 10 µM; IC50 in µM for titrated hits; hit rate 0.02% among 290,000; in the data active = a potency from the dose series; inconclusive = CPE inhibition mostly from about 3.7% at the one dose, without a potency; inactive = the rest, 99 in 100 with CPE inhibition below about 2.2%; also: strong numbers were not always called active
T cell modulator – modulates CD8 T cell binding to vesicles; 2C CD8+ T cell-vesicle binding, flow cytometry; hits give low values; calls only at 7 µM; hit rate 0.068% among 330,000; AID 2052;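 active = response, share of CD8 T cells binding vesicles, and their 90th percentile fluorescence all below set limits, cut at about 80% in these data, passing the limit was not always enough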
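Incubation: binding step 1.5 h, 37 °C, antibody labelling 20 min, ice; system: murine 2C transgenic CD8+ T lymphocytes; technique: cytometric PE anti-B7-1 and Alexa647 anti-CD8 signals after 1% paraformaldehyde fixation; also added: QL9-charged Drosophila Ld/ICAM-1/B7-1 vesicles; control set: naked versus QL9-loaded vesicles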
T cell modulator vesicle-bound % – also measured in T cell modulator; calls as there; double positive events, %; measured here: CD8+ vesicle-bound cell fraction;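 binding gate set so that unloaded-vesicle control wells show 10% double positive cells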
NTR1 ag cell count 20 µM – also measured in NTR1 ag; calls as there; cell count; measured here: cell count, cytotoxicity flag
* = called active by the depositor; i = inactive; ? = inconclusive; . = no result given; [ ] = another dose, or the depositor's remark. Rows were taken by chance; overall some 1.5% were active at least once.

SMILES,NTR1 ag,NTR1 ag cell count 20 µM,RSV antiviral HEp-2,Salmonella PhoP GFP,Rac1 GTP hydrolysis,SV40 large T antigen,K1F lysis inhibition,Dengue-2 NS5 capping,West Nile virus CPE,T cell modulator,T cell modulator vesicle-bound %
COc1ccc(C[C@H]2c3cc(O)c(OC)cc3CC[N+]2(C)[O-])cc1O (stereo not given in full),1.7,60,2.3%,0.4%,20.2%,30.2%,2.7%,3.3%,0.2%,i,30.1
CC(OC(=O)Cc1n[nH]c(=O)c2ccccc12)C(=O)Nc1ccc(S(N)(=O)=O)cc1 (stereo not given),0.9,65,.,.,8.0%,.,0.6%[50 µM],-4.4%,.,.,.
O=C(Cc1c(F)cccc1Cl)Nc1ccccc1C(=O)N1CCCCC1,-1.0,62,0.8%,4.2%,11.8%,5.1%,1.2%[50 µM],6.5%,.,i,30.1
Cc1ccc(S(=O)(=O)C(C#N)c2nc3ccccc3nc2N2CCCC2)cc1 (stereo not given),-1.7,60,4.8%,-15.3%,6.5%,8.6%,0.6%,12.4%,0.3%,i,33.2
COc1cc(/C=N/NC(=O)c2ccncc2)ccc1OC(=O)c1cc(OC)c(OC)c(OC)c1,-1.6,54,0.7%,5.2%,16.1%,5.2%,0.2%,-8.9%,0.0%,i,15.6
CCOC(=O)Cc1csc(NC(=O)c2ccc3ncsc3c2)n1,0.7,67,3.4%,-5.8%,6.5%,-0.9%,0.2%,-8.0%,-0.2%,i,22.9
CN1CCC23c4ccccc4NC1C21CCN(C)C3Nc2ccccc21,-2.7,87,1.0%,0.9%,4.1%,7.9%,-0.4%,-4.9%,-0.4%,i,23.1
O=[N+]([O-])c1ccc(/C=N/Nc2ncccc2[N+](=O)[O-])s1,1.5,57,-1.3%,.,-6.4%,4.3%,-2.5%,-8.5%,.,i,34.2
Cc1ccc(N2CCN(S(=O)(=O)N(C)C)CC2)c(C)c1,0.5,67,5.0%,.,6.1%,11.3%,2.0%,-2.8%,-0.4%,i,44.0
CCN(CC)C(=O)CSc1nnc(-c2ccccn2)n1-c1ccc(C)c(C)c1,0.2,58,2.8%,2.8%,1.2%,-0.5%,0.1%,-4.5%,-0.6%,i,68.9
O=C(Nc1cccnc1)c1ccc(COc2ccccc2Br)o1,1.1,67,-0.1%,0.1%,3.4%,13.7%,-1.3%,-4.9%,2.2%,i,55.7
Cc1ccc(C(=O)N/C(=C\c2cn(C)c3ccccc23)C(=O)N2CCN(C)CC2)cc1,0.2,59,-0.7%,4.4%,8.6%,16.3%,1.7%,-3.6%,-0.6%,i,31.1
Clc1ccc(OCc2nn3c(-c4ccncc4)nnc3s2)cc1,0.8,55,1.3%,5.1%,-3.0%,1.8%,-0.4%,3.5%,0.1%,i,46.7
COc1ccc(NC(=O)CSc2ccc(-c3ccco3)nn2)cc1,0.6,71,0.5%,-4.4%,18.2%,26.4%,1.1%[50 µM],-6.6%,-0.7%,i,2.8
O=c1[nH]c(Cc2ccccc2)nc2ccccc12,-1.4,63,-0.7%,-5.0%,-4.1%,26.6%,0.6%,-3.0%,0.2%,i,49.6
Cc1cc(C)cc(NC(=S)N2CCC(NC(=O)c3ccccc3C)CC2)c1,0.8,41,-0.1%,4.3%,0.1%,5.2%,1.2%,-9.3%,1.0%,i,41.2
NNC(=O)CNC(=O)c1ccccc1F,0.5,54,1.7%,9.8%,7.2%,-4.0%,-0.1%,-2.4%,0.3%,i,44.1
c1ccc(-c2cc(N3CCCCC3)c3ccccc3n2)cc1,8.9,62,14.8%,10.4%,6.7%,7.7%,0.3%,-8.9%,-0.8%,i,45.0
CN(CC(=O)Nc1nc2ccccc2s1)S(=O)(=O)c1ccccc1,-1.0,48,14.9%,0.0%,6.2%,7.1%,0.3%,-4.0%,-0.2%,i,28.1
O=C(COC(=O)CNS(=O)(=O)c1c(Cl)cccc1Cl)Nc1ccccc1Sc1ccccc1,2.5,40,0.9%,-1.7%,5.5%,14.5%,0.2%[50 µM],-4.5%,-0.6%,i,49.8
CCC1=C/C(=C/N(C)c2ccccc2)C(=O)S1,-0.2,81,2.2%,-4.3%,18.3%,34.5%,0.2%,16.4%,0.4%,i,52.6
CCOC(=O)c1nn(-c2sc(C(=O)OC)c(C)c2C(=O)OC)cc1O,2.8,65,4.9%,2.6%,7.8%,-1.7%,0.0%,-4.2%,0.0%,i,26.2
CC(C)(C)c1ccc(OCC(=O)N2CCCCCC2)c(Br)c1,6.2,66,8.2%,-2.1%,-1.7%,26.8%,-0.4%,-3.4%,-1.4%,i,61.5
CCOC(=O)/C(C#N)=C\C=C1C=CN(C)C=C1,-2.4,41,-0.2%,-10.0%,10.4%,24.4%,0.4%,-99.8%,0.5%,i,61.3
Cc1[nH]n(-c2ccccc2)c(=O)c1/C=N/O,-0.7,49,0.7%,-13.4%,18.7%,0.9%,0.2%,-4.8%,0.1%,i,12.8

Exported with values under each structure: 9 of the compounds above.
Order of values: NTR1 ag | NTR1 ag cell count 20 µM | RSV antiviral HEp-2 | Salmonella PhoP GFP | Rac1 GTP hydrolysis | SV40 large T antigen | K1F lysis inhibition | Dengue-2 NS5 capping | West Nile virus CPE | T cell modulator | T cell modulator vesicle-bound %
> COc1ccc(C[C@H]2c3cc(O)c(OC)cc3CC[N+]2(C)[O-])cc1O (stereo not given in full)
 : 1.7 | 60 | 2.3% | 0.4% | 20.2% | 30.2% | 2.7% | 3.3% | 0.2% | i | 30.1
> CC(OC(=O)Cc1n[nH]c(=O)c2ccccc12)C(=O)Nc1ccc(S(N)(=O)=O)cc1 (stereo not given)
 : 0.9 | 65 | . | . | 8.0% | . | 0.6%[50 µM] | -4.4% | . | . | .
> O=C(Cc1c(F)cccc1Cl)Nc1ccccc1C(=O)N1CCCCC1
 : -1.0 | 62 | 0.8% | 4.2% | 11.8% | 5.1% | 1.2%[50 µM] | 6.5% | . | i | 30.1
> Cc1ccc(S(=O)(=O)C(C#N)c2nc3ccccc3nc2N2CCCC2)cc1 (stereo not given)
 : -1.7 | 60 | 4.8% | -15.3% | 6.5% | 8.6% | 0.6% | 12.4% | 0.3% | i | 33.2
> COc1cc(/C=N/NC(=O)c2ccncc2)ccc1OC(=O)c1cc(OC)c(OC)c(OC)c1
 : -1.6 | 54 | 0.7% | 5.2% | 16.1% | 5.2% | 0.2% | -8.9% | 0.0% | i | 15.6
> CCOC(=O)Cc1csc(NC(=O)c2ccc3ncsc3c2)n1
 : 0.7 | 67 | 3.4% | -5.8% | 6.5% | -0.9% | 0.2% | -8.0% | -0.2% | i | 22.9
> CN1CCC23c4ccccc4NC1C21CCN(C)C3Nc2ccccc21
 : -2.7 | 87 | 1.0% | 0.9% | 4.1% | 7.9% | -0.4% | -4.9% | -0.4% | i | 23.1
> O=[N+]([O-])c1ccc(/C=N/Nc2ncccc2[N+](=O)[O-])s1
 : 1.5 | 57 | -1.3% | . | -6.4% | 4.3% | -2.5% | -8.5% | . | i | 34.2
> Cc1ccc(N2CCN(S(=O)(=O)N(C)C)CC2)c(C)c1
 : 0.5 | 67 | 5.0% | . | 6.1% | 11.3% | 2.0% | -2.8% | -0.4% | i | 44.0

Remaining list, next part
SMILES,NTR1 ag,NTR1 ag cell count 20 µM,RSV antiviral HEp-2,Salmonella PhoP GFP,Rac1 GTP hydrolysis,SV40 large T antigen,K1F lysis inhibition,Dengue-2 NS5 capping,West Nile virus CPE,T cell modulator,T cell modulator vesicle-bound %
CC(=O)Nc1ccc(NC(=O)C(c2ccccc2)c2ccccc2)cc1,-0.6,51,0.1%,-6.1%,9.4%,25.1%,-0.9%,-3.5%,0.1%,i,46.6
Cc1occc1C(=O)NCc1cccs1,-1.9,38,-0.8%,0.5%,15.1%,0.3%,-0.2%,7.3%,0.0%,i,25.2
CC1CCN(c2ccc3c(c2)S(=O)(=O)c2ccccc2C3=O)CC1,4.3,59,3.2%,.,11.6%,3.7%,1.0%,-30.4%,-0.8%,i,58.0
O=C(OCC(=O)N1CCN(c2ccccc2)CC1)c1nc(Cl)ccc1Cl,-0.3,92,-2.2%,-5.2%,-0.5%,21.8%,1.5%[50 µM],0.0%,.,i,47.3
CCOC(=O)C1(C)Oc2ccccc2C(C(=O)OC)=C1C(=O)OC (stereo not given),0.7,55,.,.,11.3%,.,0.2%,0.7%,.,.,.
COCc1cc(C)n(CC(=O)Nc2cccc(C)c2)c(=O)c1C#N,-0.7,103,2.7%,-2.7%,3.4%,0.4%,-0.4%,-2.8%,-0.1%,i,31.3
CSc1nc(C)cc(OCCNS(=O)(=O)c2ccc(C)cc2)n1,0.5,55,-1.1%,.,3.4%,.,2.0%,-2.7%,-1.0%,i,24.6
O=C(CN1C(=O)C2C3C=CC(C4CC34)C2C1=O)Oc1ccccc1 (stereo not given),-1.1,83,0.5%,1.7%,2.4%,22.3%,0.2%,-3.6%,-0.7%,i,54.6
c1ccc(-c2ccc(C3=Nn4c(Cn5nnc6ccccc65)nnc4SC3)cc2)cc1,0.8,49,22.0%,16.4%,13.8%,11.5%,-0.4%,-10.3%,-0.1%,i,25.2
Cc1nnc(SCC(=O)n2c3c(c4ccccc42)CCCC3)s1,2.4,51,2.6%,-0.6%,10.3%,5.6%,-1.0%,-1.6%,-0.5%,i,60.2
CCOc1ccc(-c2nnn(CC(=O)Nc3ccccc3OC)n2)cc1OCC,1.3,80,-0.2%,1.1%,4.2%,8.1%,5.2%,-5.5%,?,i,10.0
COc1ccc(NC(=O)c2sccc2C)c([N+](=O)[O-])c1,0.5,63,9.9%,6.7%,6.9%,1.8%,5.1%,6.6%,-0.9%,i,42.8
O=C1CC(=C2c3ccccc3-c3ccccc32)C(=O)N1CCN1CCN(c2cccc(Cl)c2)CC1,-0.7,75,-0.6%,.,5.4%,.,0.1%,3.2%,-0.8%,i,16.0
CN(C)c1ccc(-c2nnc(-c3cccs3)o2)cc1,2.3,43,2.1%,-6.0%,7.7%,9.5%,0.1%,-16.6%,-0.6%,i,31.9
Cc1cccc(CCNC(=O)CCS(=O)(=O)c2cc3c(cc2Cl)NC(=O)CO3)c1,-0.4,94,0.4%,-6.4%,-8.9%,7.9%,-0.1%,-5.9%,-0.4%,i,25.0
